# CHT PAM = human CHT allosteric activation | B-score at 10 µM | Q9GZV3 | AID 488977 | 0.49% of 310,000 active | CHT-expressing cells, membrane potential dye, choline EC20; stronger effect = higher value; LV-AA mutant CHT in HEK293 cells;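 active means initial fluorescence not abnormally high and integrated response B-score, plate-corrected, over 3 SD above library mean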
# Target sequence (Q9GZV3 whole entry, looked up): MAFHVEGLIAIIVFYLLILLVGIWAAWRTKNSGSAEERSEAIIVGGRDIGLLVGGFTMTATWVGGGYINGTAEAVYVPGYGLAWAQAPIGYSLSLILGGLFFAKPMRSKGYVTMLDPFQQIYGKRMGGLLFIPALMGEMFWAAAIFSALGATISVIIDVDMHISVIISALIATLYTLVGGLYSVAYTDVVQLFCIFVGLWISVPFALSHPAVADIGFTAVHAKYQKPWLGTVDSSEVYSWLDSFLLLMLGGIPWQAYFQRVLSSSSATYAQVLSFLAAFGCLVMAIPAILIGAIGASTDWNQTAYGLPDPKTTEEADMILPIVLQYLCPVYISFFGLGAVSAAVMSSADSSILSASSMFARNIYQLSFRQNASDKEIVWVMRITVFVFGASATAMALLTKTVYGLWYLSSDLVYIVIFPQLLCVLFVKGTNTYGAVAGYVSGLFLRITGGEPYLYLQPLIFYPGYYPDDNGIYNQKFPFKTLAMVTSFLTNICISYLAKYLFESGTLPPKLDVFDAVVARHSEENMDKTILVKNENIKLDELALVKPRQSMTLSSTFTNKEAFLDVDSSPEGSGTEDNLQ
# OX1R antag = antagonists of human orexin 1 receptor. AID 434989. CHO/OX1R cells, Fluo-8 calcium fluorescence, orexin A. inhibition, % at 5 µM. O43613. 0.43% of 330,000 active;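 active means inhibition above its plate's threshold, mean inhibition of all tested compounds on the plate plus 3 SD, cut at about 37% in these data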;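 further: 0% = orexin A challenge wells and 100% = SB-334867-A antagonist wells; not every result past the cut was called active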
# Target sequence (O43613 whole entry, looked up): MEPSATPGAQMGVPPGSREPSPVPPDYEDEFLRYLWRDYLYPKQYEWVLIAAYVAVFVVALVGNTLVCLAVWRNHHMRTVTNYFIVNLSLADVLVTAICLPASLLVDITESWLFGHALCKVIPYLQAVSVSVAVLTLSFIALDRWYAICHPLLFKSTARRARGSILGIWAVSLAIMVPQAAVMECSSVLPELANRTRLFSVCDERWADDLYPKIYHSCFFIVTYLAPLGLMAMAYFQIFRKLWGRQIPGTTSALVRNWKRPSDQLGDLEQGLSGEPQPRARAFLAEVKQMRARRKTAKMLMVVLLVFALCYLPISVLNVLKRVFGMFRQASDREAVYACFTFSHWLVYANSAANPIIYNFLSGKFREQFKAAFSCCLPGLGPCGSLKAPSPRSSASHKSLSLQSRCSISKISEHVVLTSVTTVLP
# * hit, by the source's call; i = inactive; . = not tested or not shown.
entry	structure	CHT PAM	OX1R antag
1	O=C(CNC(=O)c1ccc(-c2ccccc2)cc1)Nc1cccc(CO)c1	.	-24.3
2	COc1cc(OC)cc(N(C(=O)CNC(=O)c2cccs2)C(C(=O)NCC2CCCO2)c2ccccc2)c1 (stereo not given)	i	-22.5
3	C=CCn1c(SCC(=O)Nc2ccc(O)cc2)nc2sc(CC)cc2c1=O	i	-34.3
4	CCCS(=O)(=O)c1nc(S(=O)(=O)c2ccc(C)cc2)c(N2CCN(C)CC2)s1	i	-19.3
5	O=c1nc(N2CCOCC2)nc2n1CCO2	i	-5.8
6	O=S(=O)(Nc1cccc(-c2nnco2)c1)c1ccc(F)cc1F	i	-11.9
7	O=C1CC(Nc2ccc(N3CCOCC3)cc2)C(=O)N1Cc1ccccc1 (stereo not given)	i	-20.0
8	CCc1ccc(NC(=O)C(C)OC(=O)/C=C/c2ccc(O)c(OC)c2)cc1 (stereo not given)	.	33.1
9	Cc1c(C)n(CC(O)CN2CCOCC2)c2ccccc12 (stereo not given)	i	-26.0
10	CCCOC(=O)c1ccc(NC(=O)CCOc2ccccc2)cc1	i	-16.4
11	O=C(Nc1cccc(-c2cn3c(n2)SCC3)c1)c1ccc2c(c1)OCO2	i	-0.6
12	O=C(Nc1c2c(nc3ccccc13)CCCC2)c1cccc([N+](=O)[O-])c1	i	-26.9
13	Cc1nnsc1S(=O)c1ccc(F)cc1 (stereo not given)	i	-14.8
14	Cc1ccc(N2CCN(C(=O)N3CCOCC3)CC2)c(C)c1	i	-15.5
15	COc1cccc(/C=N/NC(=O)CSc2ccccc2C)c1O	i	-5.4
16	Cc1cccc(N2C(=O)c3cccc4c(N5CCCCC5)c([N+](=O)[O-])cc(c34)C2=O)c1C	i	-18.7
17	NC(=O)C1CCN(c2nc3ccccc3nc2NS(=O)(=O)c2ccc(Br)cc2)CC1	.	-27.7
18	CCN(CC)C(CNC(=O)CSc1nnnn1-c1cccc(F)c1)c1ccco1 (stereo not given)	.	-40.7
19	CN1CCN(C(=O)CCN2C(=O)/C(=C\c3ccc(F)cc3)SC2=S)CC1	.	-29.6
20	CCCN(C(=O)c1ccc([N+](=O)[O-])c(C)c1)c1c(N)n(Cc2ccccc2)c(=O)[nH]c1=O	.	-22.0
21	NNc1nc2c(Cl)cccc2s1	i	-7.3
22	CCOC(=O)N1CCC(c2nc3ccccc3[nH]2)CC1	i	-23.2
23	O=C1OC(COc2ccc(Br)cc2)CN1c1ccccc1 (stereo not given)	i	-6.3
24	Cc1nnc(SCC(=O)N2CCN(c3cccc(Cl)c3)CC2)n1C1CC1	.	3.7
25	CC(C)=CC[N+]1(C)CCCCC1	i	6.7
26	Cc1csc(SCC(=O)NC(=O)NC(C)(C)C)n1	i	-11.6
27	Cc1cc(S(=O)(=O)Nc2noc3ccccc23)ccc1F	i	1.2
28	Cc1cccc(C(=O)NCCC(=O)Nc2nc(C)c(Cc3ccc4c(c3)OCO4)s2)c1	i	-22.7
29	O=C(CSc1ncnc2ccccc12)NCc1ccco1	i	1.2
30	Cc1cc(C(=O)COc2ccccc2C#N)c(C)n1C1CC1	i	-22.9
31	CCOC(=O)c1cc(-c2ccccc2)n(CCC(=O)NC(C)CC)c1C (stereo not given)	i	-28.0
32	CC1CCCN(C(=S)SCC(=O)c2cc(Br)cc(Br)c2O)C1 (stereo not given)	i	-22.8
33	CCCC(NS(=O)(=O)c1ccc(OC)cc1)C(=O)O (stereo not given)	i	-18.8
34	O=C(NC1CCCC1)C(c1cccs1)N(C(=O)c1ccco1)c1ccc2c(c1)OCCO2 (stereo not given)	i	-17.2
35	Cc1ccc(/C=C(\C#N)C(=O)N2CCCC2)c(C)c1	i	-14.8
36	Cc1ccc(S(=O)(=O)Nc2cc(C(C)C)c(O)cc2C)cc1	i	-28.9
37	C=CC[C@H](CC(=O)N(CCO)Cc1ccccc1)C(=O)N[C@@H](C)COC(=O)[C@@H](CC=C)Cc1ccc(F)cc1	.	3.4
38	Cc1ccc(C2=N/C(=C/c3cccs3)C(=O)N2Nc2ccccc2)cc1	i	-20.9
39	COc1ccccc1OCC(=O)OCC(=O)NCCN1C(=O)CSC1=O	i	0.3
40	CCN(CC)CCOC(=O)c1cccc(OC)c1	i	-18.1
41	O=C(CSc1n[nH]c(-c2ccco2)n1)Nc1ccc(F)cc1	i	21.1
42	Cc1ccc(S(=O)(=O)N(C)CCCC(=O)Nc2ccncc2)cc1	i	-11.2
43	O=C(CN1C(=O)c2ccccc2C1=O)Nc1cccc([N+](=O)[O-])c1	i	-21.8
44	C=CCSc1nnc2c(n1)OC(C)=Nc1ccc(Br)cc1-2	i	-1.9
45	COc1cc2oc(=O)cc(-c3ccc(-c4ccc(C)cc4)cc3)c2c(OC)c1OC	.	-14.5

# An excerpt of these results, as labelled records.
(31) CCOC(=O)c1cc(-c2ccccc2)n(CCC(=O)NC(C)CC)c1C (stereo not given)
  CHT PAM = i; OX1R antag = -28.0

(32) CC1CCCN(C(=S)SCC(=O)c2cc(Br)cc(Br)c2O)C1 (stereo not given)
  CHT PAM = i; OX1R antag = -22.8

# Later entries:
entry	structure	CHT PAM	OX1R antag
46	O=C(Nc1ccncc1)c1ccc2c(c1)C(=O)N(CC1CCCO1)C2=O (stereo not given)	i	-13.9
47	Cc1nc(Nc2nc3ccccc3o2)nc(C)c1C	i	-8.6
48	CCC1(c2ccccc2)NC(=S)N(c2ccc(C)c(C)c2)N1 (stereo not given)	i	-0.2
49	Cc1ccc2nc(Cl)c(CN(Cc3cccs3)C(=O)C3CC3)cc2c1	i	-39.3
50	OC(COc1ccc(CNCCc2ccccc2F)cc1)CN1CCCCC1 (stereo not given)	i	1.2
51	COc1ccc(NC(=O)c2ccccc2NC(=O)CN2CCCCCC2)cc1	.	3.5
52	COc1cc(OC)cc(C(=O)NCC(C)NC(=O)c2cc(OC)cc(OC)c2)c1 (stereo not given)	i	-3.5
53	CCOCC(=O)Nc1cc(OC)c(Cl)cc1OC	i	7.4
54	COc1cc(Cl)c(S(=O)(=O)n2cnc(C)c2)cc1Cl	i	-10.2
55	O=C(c1ccc(Br)o1)N1CCC(c2nc3ccccc3[nH]2)CC1	i	2.9
56	C/C(=N\Nc1ccccc1[N+](=O)[O-])c1ccccc1O	i	-10.1
57	COc1cccc(CN2CCN(Cc3nc(-c4cccc(F)c4F)oc3C)CC2=O)c1	i	-19.2
58	O=C(CSc1nc(-c2ccc(F)cc2)cs1)N1CCc2ccccc21	i	-12.3
59	O=C(O)c1ccc(OS(=O)(=O)c2cccc(C(F)(F)F)c2)cc1	.	1.4
60	O=C(CN1C(=O)NC2(CCCC2)C1=O)Nc1ccc(OC(F)(F)F)cc1	i	-15.5
61	CCCCCSc1nc2c(cnn2-c2ccccc2)c(=O)[nH]1	i	-13.4
62	CCOC(=O)C1CCN(C(=O)c2cccnc2Oc2ccccc2)CC1	i	-12.9
63	CCCc1nc2sc3c(=O)n(N)cnc3c2c2c1CCCC2	i	4.7
64	COc1ccc(N=c2ssnc2Cl)cc1	i	-0.8
65	CCOc1ccccc1C(=O)NC1CC2CCCC(C1)N2C1CC1 (stereo not given)	i	-3.9
66	O=C(CN1c2cccc3cccc(c23)S1(=O)=O)NCc1ccc(Cl)cc1	.	-7.2
67	O=S(=O)(c1cccc(S(=O)(=O)N2CCCC2)c1)c1cccc(S(=O)(=O)N2CCCC2)c1	i	-4.1
68	Cc1cccc(NC2=NC(=S)N(CC#N)C23CCCCC3)c1	i	-29.6
69	COc1cc2c(cc1OC)C(C(=O)Nc1ccc3c(c1)OCCO3)C(c1cccnc1)N(C)C2=O (stereo not given)	i	-6.1
70	COc1c(O)cc2oc(-c3ccc(O)cc3)cc(=O)c2c1O	i	-13.2
71	OCCNc1nc2ccccc2n1-c1ccccc1	i	-3.4
72	COc1ccc(CCC(=O)OCC(=O)NCc2ccccc2)cc1	.	-21.1
73	COc1ccc(C)cc1-n1nnnc1SCC1CCCO1 (stereo not given)	i	-31.6
74	CNc1ccc(SC#N)cc1	i	-14.6
75	Cc1cc(NC(=O)c2cccc(S(=O)(=O)N3CCCC3)c2)no1	i	2.9
76	CCn1c(=S)sc2c(=O)n(CC(=O)Nc3ccc(OC)c(Cl)c3)c(C)nc21	i	9.4
77	CCC(C)NC(=O)CSc1ccc(S(=O)(=O)N(C)C2CCCCC2)cn1 (stereo not given)	.	-10.4
78	Cc1ccc(NC(=O)[C@H](C)NC(=O)C2CCN(C(=O)[C@@H](N)C(C)C)CC2)cc1	i	-8.1
79	CCC(=O)Nc1cccc(C(=O)c2ccccc2)c1	i	-1.7
80	CCn1cc(C(=O)NCc2ccco2)c(=O)c2ccc(C)nc21	i	-11.4
81	CC1=NN(c2ccc(C)cc2C)C(=O)C1C(c1ccccc1O)C1C(=O)N(c2ccc(C)cc2C)N=C1C (stereo not given)	i	-15.4
82	CN(CC(=O)NCCc1ccc(Cl)cc1)S(=O)(=O)c1ccc2c(c1)c(=O)n(C)c(=O)n2C	i	-33.6
83	CCCS(=O)(=O)N1CCN(C(=O)c2ccco2)CC1	i	-2.4
84	COc1cc(C=O)ccc1OCc1c(C)noc1C	i	-13.3
85	CCOC(=O)c1cc(C#N)c(SCC(N)=O)[nH]c1=O	i	1.7
86	O=C1CN(C(=O)c2cc3ccccc3oc2=O)C(c2ccc(F)cc2)c2cc(F)ccc2N1 (stereo not given)	i	-47.6
87	S=C1NC2=C(CCC/C2=C\c2ccccc2)C(c2ccccc2)N1 (stereo not given)	i	-9.6
88	CC[C@H](C)C(N)c1cn(C(CCCN=C(N)N)C(=O)N2CCNCC2)nn1 (stereo not given in full)	i	-14.1
89	CNc1nc(SC)nc2ccsc12	i	-11.0
90	O=C(NC(=S)NC(c1ccccc1)c1ccncc1)c1ccccc1 (stereo not given)	i	-25.9

# Molecules above containing a CF3 group, in the order listed:
entry	structure	CHT PAM	OX1R antag
59	O=C(O)c1ccc(OS(=O)(=O)c2cccc(C(F)(F)F)c2)cc1	.	1.4
60	O=C(CN1C(=O)NC2(CCCC2)C1=O)Nc1ccc(OC(F)(F)F)cc1	i	-15.5

# Next part.
entry	structure	CHT PAM	OX1R antag
91	Nc1cc(OC(=O)c2c(F)cccc2Cl)nn1S(=O)(=O)c1ccccc1	i	-5.5
92	O=C1NC2(CCCCC2)C(=O)N1c1ccc(Cl)cc1	i	-22.6
93	CC(=O)c1c(C)nn(CC(O)COc2ccc3ccccc3c2)c1C (stereo not given)	i	1.9
94	CCC(C)NC(=O)C1CCN(S(=O)(=O)CC)CC1 (stereo not given)	i	-0.4
95	CC(C)C(=O)Nc1ccc(C(=O)c2ccccc2)cc1	i	-6.2
96	Cn1c(SCC(=O)NC2CCCCC2)nnc1-c1ccc(N)cc1	i	-14.1
97	COc1cccc(NC(=O)c2nc(SC)ncc2Cl)c1	i	-22.4
98	CCn1c(-c2cc(-c3ccccc3OC)nc3ccccc23)n[nH]c1=S	i	-24.6
99	Cc1cccc(CNC(=O)C2CCC(=O)N(C3CCCCCC3)C2)c1 (stereo not given)	i	-32.6
100	C=C(C)Cn1c(=O)c2c(nc3n2CCCN3CCc2ccccc2)n(C)c1=O	i	-45.5
101	CC1CCCCC1NC(=S)NC(=O)c1ccccc1Br (stereo not given)	i	-14.2
102	COc1ccc2ccccc2c1/C=N/O	i	-13.1
103	COc1ccccc1CCC(=O)Nc1ccc(C)cc1Cl	i	-27.8
104	CC(=O)N(CCc1ccccc1C)Cc1cc2ccc(C)cc2[nH]c1=O	i	-28.1
105	CC1(C)c2[nH]c3ccccc3c2C[C@H]2C(=O)N(Cc3ccccc3F)C(=O)N21	i	-17.5

# A stretch taken from the entries so far:
entry	structure	CHT PAM	OX1R antag
94	CCC(C)NC(=O)C1CCN(S(=O)(=O)CC)CC1 (stereo not given)	i	-0.4
95	CC(C)C(=O)Nc1ccc(C(=O)c2ccccc2)cc1	i	-6.2
96	Cn1c(SCC(=O)NC2CCCCC2)nnc1-c1ccc(N)cc1	i	-14.1

# (list continues)
entry	structure	CHT PAM	OX1R antag
106	Cc1ccc(OCCOC(=O)CN2C(=O)NC3(CCCC3)C2=O)cc1	i	-29.4
107	CCOC(=O)c1ccccc1NC(=O)c1ccc2c(SCC(=O)O)c3c(nc2c1)CCCC3	i	-18.0
108	COC(=O)c1sccc1NC(=O)CN(C)NS(=O)(=O)c1ccc(Cl)cc1	i	-11.7
109	O=C(Cc1ccccc1)Nc1cccc(N2C(=O)C=CC2=O)c1	i	-3.7
110	COc1ccccc1C(NC(C)=O)c1cc(Cl)c2cccnc2c1O (stereo not given)	i	-30.0
111	Cc1cc(-c2cccs2)c2c(n1)sc1c(=O)[nH]c(=O)[nH]c12	i	-17.2
112	CCOC(=O)C(C)Sc1nc2ccccc2c(=O)n1CC1CCCCC1 (stereo not given)	i	-40.0
113	Cc1noc(C)c1S(=O)(=O)Nc1ccc2c(c1)C(=O)N([C@H](C)CO)C[C@H](C)[C@@H](CN(C)C(=O)NC1CCCCC1)O2	.	8.5
114	O=c1c2c(nc3nc(NCc4ccc(Cl)cc4)[nH]n13)CCC2	i	-4.1
115	COC(=O)C1CCN(C(=O)c2ccc3oc(Cc4ccc(Cl)cc4)nc3c2)CC1	i	-21.9
116	O=C(CCc1ccccc1)N1CCN(c2ccc(Cl)cc2)CC1	i	-20.6
117	COc1ccc(CCNC(=O)CCC(=O)N2CCOc3ccc(Cl)cc32)cc1OC	i	-24.5
118	CC(C)c1ccc(-c2nc(N3CCCCC3)[nH]c(=O)c2C#N)cc1	i	-12.2
119	Cc1ccc(C(=O)CN2C(=O)C(C)Oc3ccccc32)cc1 (stereo not given)	i	-19.5
120	O=C(CNC(=O)OCc1ccccc1)NC1CCCCCCC1	i	-2.8
121	CCN(CC)CCNC(=O)C1CCC(=O)N1CCc1ccccc1 (stereo not given)	i	-0.3
122	Cc1cccc(-n2c(CNC(=O)c3ccccc3)nnc2SCC(=O)Nc2nccs2)c1	i	-12.9
123	COc1ccc2ccc(=O)oc2c1CC(=O)C(C)C	.	2.5

# Outcome played no part in choosing rows (roughly 0.83% active in at least one column).
